Screens as filed in PubChem.
PLAP inhibition: PLAP enzyme inhibitors, biochemical, luminescence, HTS (AID 690). purified PLAP, luminescent substrate; higher % means a stronger effect. Alkaline phosphatase, placental type (Homo sapiens). inhibition, % at 20 µM, or IC50 in µM where a hit was titrated. 96,000 tested, 0.08% active; in the data active = a potency from the dose series; inactive = the rest, 99 in 100 with inhibition below about 30%; also: strong numbers were not always called active
IL1B NFkB inh: inhibitors of IL-1B driven NFkB p65 nuclear import, primary screen, imaging, HUVEC, IL-1B stimulus, high-content imaging. HUVEC IL-1B NFkB p65 nuclear translocation imaging. inhibition, % at 2 µM. 94,000 tested, 0.43% active. AID 796, 2007;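 active = inhibition above about 30% together with a positive call from visual inspection of the well image, limit read from the data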;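 also: nuclear over cytoplasmic p65 intensity ratio measured by imaging; 0% = IL-1B stimulated DMSO wells and 100% = unstimulated DMSO wells; values of inactives mirror those of a sister screen read the other way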
MRP reversal: reversal of MRP1-mediated doxorubicin resistance, primary screen, H69AR cells, doxorubicin co-treatment; AID 602, 2007; differential viability (reversal), % at 10 µM; H69AR cells + 2 uM doxorubicin, CellTiter-Glo, 72 h; 85,000 tested, 0.04% active;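 active = viability drop by adding the cancer drug above about 55%, with treated viability meeting a 40% cutoff, limit read from the data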;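 also: viability without doxorubicin minus viability with 2 µM doxorubicin for each compound; larger differential means the compound sensitizes cells more to doxorubicin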
NFkB transloc pot: enhancers of NFkB p65 translocation in HUVEC – imaging, IL-1B stimulus, high-content imaging, primary screen; 94,000 tested, 0.3% active; HUVEC IL-1B NFkB p65 nuclear translocation imaging; activation, % at 2 µM;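 active = activation above 40%, about the mean plus 3 SD, also judged a hit on visual image review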;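 also: percent activation is computed from the nuclear over cytoplasmic p65 intensity ratio; values of inactives mirror those of a sister screen read the other way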
Bcl-B TR3 displacers: displacers of TR3 peptide from Bcl-B, primary screen, selectivity assay for Bfl-1 inhibitor project, biochemical, fluorescence polarization; Bcl-2-like protein 10 (Homo sapiens); FP displacement of FITC-TR3 peptide from Bcl-B; higher % means a stronger effect; displacement, % at 20 µM, or IC50 in µM where a hit was titrated; 96,000 tested, 0.11% active; AID 748, 2007;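 active = displacement above 50% at 20 µM plus a fluorescence interference ratio under 1.5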;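 also: plate controls were wells without compound for no effect and wells lacking Bcl-B protein for full effect; a part of the inactive calls stands beside numbers as strong as those of hits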
MRP reversal cytotoxicity: second read-out of MRP reversal, no call of its own (marks repeat the call); viability, %; H69AR cells, CellTiter-Glo, 72 h; measured here: cytotoxicity without doxorubicin
MRP reversal with doxorubicin: recorded beside MRP reversal, whose call it bears; viability, %; measured here: viability with 2 uM doxorubicin; hits give low values
IL1B NFkB inh cell count 2 µM: further read-out of IL1B NFkB inh, marked with its call; cell count; measured here: cells passing quality filter;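 raw number of nuclei counted in each imaged well without normalization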
NFkB transloc pot cell count 2 µM: further read-out of NFkB transloc pot, marked with its call; cell count; measured here: cells passing quality filter
* hit, by the source's call; nt = not tested or not shown.

The opening three compounds (preview)
SMILES	PLAP inhibition	IL1B NFkB inh	IL1B NFkB inh cell count 2 µM	MRP reversal	MRP reversal cytotoxicity	MRP reversal with doxorubicin	NFkB transloc pot	NFkB transloc pot cell count 2 µM	Bcl-B TR3 displacers
CCOc1ccc(NC(=O)CN(C)c2nnnn2-c2ccccc2)cc1OCC	-42%	-3	155	2	92	89	3	155	3%
Cc1cc(=O)[nH]c(Sc2c(-c3ccccc3)c3ccccc3[nH]c2=O)n1	8%	-4	106	nt	nt	nt	4	106	-1%
CCN1CCCC1CNC(=O)C(=O)Nc1ccccc1OC (centres undefined)	7%	-2	173	nt	nt	nt	2	173	-12%

The listing, from the first entry:
SMILES	PLAP inhibition	IL1B NFkB inh	IL1B NFkB inh cell count 2 µM	MRP reversal	MRP reversal cytotoxicity	MRP reversal with doxorubicin	NFkB transloc pot	NFkB transloc pot cell count 2 µM	Bcl-B TR3 displacers
CCOc1ccc(NC(=O)CN(C)c2nnnn2-c2ccccc2)cc1OCC	-42%	-3	155	2	92	89	3	155	3%
Cc1cc(=O)[nH]c(Sc2c(-c3ccccc3)c3ccccc3[nH]c2=O)n1	8%	-4	106	nt	nt	nt	4	106	-1%
CCN1CCCC1CNC(=O)C(=O)Nc1ccccc1OC (centres undefined)	7%	-2	173	nt	nt	nt	2	173	-12%
O=C(O)c1oc2ccccc2c1CSc1ccccn1	-20%	-6	105	6	100	94	6	105	2%
CSc1nc(N2CCOCC2)c2ccccc2n1	8%	-28	125	0	81	81	28	125	2%
COc1ccc(S(=O)(=O)N2CCOCC2)cc1C(=O)Nc1cc(C)on1	6%	-6	169	-4	88	92	6	169	-7%
CCCS(=O)(=O)N1CCCC(C(=O)NCCN2CCC(Cc3ccccc3)CC2)C1 (centres undefined)	-64%	-17	178	6	78	72	17	178	2%
CCCCOc1ccc(S(=O)(=O)Nc2ccc(NC(C)=O)cc2)cc1	nt	-12	161	6	101	95	12	161	nt
Cn1c(CCNC(=O)OC(C)(C)C)n[nH]c1=S	7%	-21	128	-6	101	107	21	128	10%
CCOc1cc(-c2noc(-c3cccnc3)n2)ccc1OC	5%	-7	133	20	94	74	7	133	8%
O=C(Nc1cc(C(F)(F)F)ccc1N1CCOCC1)c1ccc[n+]([O-])c1	4%	-1	166	16	101	85	1	166	4%
CSc1nc2sc(-c3ccccc3)cc2c(=O)n1N	4%	-6	120	nt	nt	nt	6	120	1%
Cc1ccc(NC(=O)CN(C)S(=O)(=O)c2cccc3nsnc23)cc1	22%	13	102	6	88	82	-13	102	-2%
O=C(Cc1ccccc1)N1CCC(c2nc(-c3ccc(F)cc3)no2)CC1	-52%	-14	146	1	92	91	13	146	6%
Cc1ccccc1NC(=O)c1cnc2ccccn2c1=O	1%	3	152	nt	nt	nt	-3	152	-9%
O=C1CC(c2cccnc2)c2cc3c(cc2N1)OCO3 (centres undefined)	8%	nt	nt	9	96	87	nt	nt	-1%
Cn1c(-n2c(CCN3C(=O)c4ccccc4C3=O)nc3ccccc3c2=O)nc2ccccc21	-56%	nt	nt	-3	70	73	nt	nt	-80%
O=C(CCN1CCOCC1)Nc1ccc2c(c1)CCC2	-9%	3	92	12	98	85	-3	92	-9%
CCOCC(=O)Nc1cccc(C(=O)OCC)c1	17%	-29	137	-17	21	38	29	137	-6%
CCCCn1c(=O)[nH]c(=O)c2c1nc(-c1ccc(-c3ccccc3Br)o1)n2CCOC	-5%	nt	nt	-26	47	73	nt	nt	-133%
COc1ccc2nc(SCC(=O)Nc3ccc4sc(C)nc4c3)c(C#N)cc2c1	-2%	-20	122	nt	nt	nt	20	122	10%
CCN=C1NN=C(c2ccc(C)cc2)CS1	-34%	-3	129	8	90	83	3	129	-74%
CCCN1C2=NS(=O)(=O)CCN2c2ccccc21	-18%	-6	97	1	97	96	6	97	0%
CC(=O)Nc1ccc(C(=O)CSc2nc3ccccc3n2CC(=O)N2CCCC2)cc1	-47%	-7	82	7	93	87	7	82	-4%
O=C(N/N=C/c1ccncc1)c1nc(-c2ccccc2)n2c1CCCCC2	-22%	3	129	nt	nt	nt	-3	129	-6%
CCOC(=O)N1CCN(C(=O)Cn2ncc3ccccc32)CC1	7%	nt	nt	4	88	84	nt	nt	8%
CCCCCCn1cnc2c(c1=O)c1nc3ccccc3nc1n2Cc1cccs1	0%	-22	148	-8	71	79	22	148	2%
CCOC(=O)N1CCN(c2ccc(C(=O)c3cccc(F)c3)cc2)CC1	-42%	-13	85	19	79	60	13	85	-84%
O=c1c2ccccc2nc(-c2ccc(Br)cc2)n1Cc1ccccc1	2%	-2	138	nt	nt	nt	3	138	6%
CCNC(=S)N/N=C/c1ccco1	18%	-2	183	nt	nt	nt	1	183	0%
CCOc1cccc(-c2nc(C(N)=O)c3[nH]c(=O)n(-c4cccc(Cl)c4)c3n2)c1O	-28%	-2	69	nt	nt	nt	2	69	1%
Cc1cncn1CCc1nc2c3ccccc3nc(=S)n2[nH]1	nt	-19	133	-13	84	98	19	133	nt
Cc1nn(-c2ccc(C(=O)O)cc2)c(N)c1-c1ccccc1	10%	6	99	nt	nt	nt	-6	99	0%
COC(=O)C(NC(=O)COc1ccccc1)(Nc1nc2c(s1)CCCC2)C(F)(F)F (centres undefined)	nt	1	141	0	85	85	-1	141	nt
Cc1ccc(S(=O)(=O)Nc2cc(C(C)C)c(O)cc2C)cc1	2%	nt	nt	3	88	86	nt	nt	0%
Cc1c(NC(=O)CN2C(=O)c3ccccc3C2=O)c(=O)n(-c2ccccc2)n1C	-10%	-39	112	-9	98	106	39	112	1%
CCn1c(C)c(C(C)=O)c(N2CCN(c3ccccn3)CC2)nc1=S	6%	-19	121	-1	95	96	19	121	-3%
O=C(c1cn(CC(=O)N2CCCCC2)c2ccccc12)C1CC1	2%	-8	78	-7	74	81	8	78	0%
Cc1ccc(N(C(C)C(=O)N2CCCCC2)S(C)(=O)=O)cc1C (centres undefined)	-68%	1	174	-9	86	94	-1	174	15%
Cc1sc2ncn3cnnc3c2c1C	-20%	-11	206	2	90	88	11	206	2%
CCCc1nc2ccccc2c(C(=O)OCC(=O)Nc2cccc(S(=O)(=O)N3CCOCC3)c2)c1CC	-25%	-14	148	-17	35	52	14	148	-6%
CCc1nc(SCC(=O)Nc2cccc(C(F)(F)F)c2)c2c(=O)n(C)c(=O)n(C)c2n1	-4%	-14	62	5	40	35	14	62	3%
COc1ccc(C2CC(c3ccc(Cl)c(Cl)c3)Nc3nc(N)nn32)cc1 (centres undefined)	-3%	5	155	-18	34	52	-5	155	-13%
CCN1C(=O)/C(=C/c2cccs2)SC1=Nc1ccc(OC)cc1	6%	-15	159	nt	nt	nt	15	159	-11%
O=C(CSc1nc(O)cc(=O)n1-c1ccccc1)NCc1ccccc1	-15%	-28	175	9	98	89	28	175	0%
O=C(Oc1cccnc1)c1cc2ccccc2oc1=O	-10%	-4	132	-16	106	122	4	132	-2%
O=C(CSc1ncnc2c1oc1ccccc12)N1CCc2ccccc2C1	9%	nt	nt	16	97	80	nt	nt	1%
Cn1c(=O)c2c(ncn2CC(=O)Nc2nc(-c3ccccc3Cl)cs2)n(C)c1=O	-14%	nt	nt	-20	59	79	nt	nt	-1%
c1cc2c(cc1Oc1nc(N3CCOCC3)nc(N3CCOCC3)n1)OCO2	-39%	0	148	-6	96	102	0	148	-3%
Cc1onc(-c2ccccc2)c1C(=O)Nc1c(C)n(C)n(-c2ccccc2)c1=O	-4%	-6	199	14	92	79	6	199	-1%
Next part.
SMILES	PLAP inhibition	IL1B NFkB inh	IL1B NFkB inh cell count 2 µM	MRP reversal	MRP reversal cytotoxicity	MRP reversal with doxorubicin	NFkB transloc pot	NFkB transloc pot cell count 2 µM	Bcl-B TR3 displacers
CC(=NC1CCCCC1)C1=C(O)c2ccccc2C1=O	-36%	3	90	-11	62	73	-3	90	23%
Cc1cccc(NC(=O)c2ccc(COc3ccc(Cl)cc3Cl)o2)n1	-8%	3	103	-8	76	84	-3	103	8%
C=CCn1c(O)c(C=Nc2ccc(Cc3ccncc3)cc2)c(=O)[nH]c1=S	-45%	4	126	nt	nt	nt	-4	126	-9%
Cc1ccc(N2CCCn3c2nc2c3c(=O)n(CCN3CCOCC3)c(=O)n2C)cc1	-10%	nt	nt	nt	nt	nt	nt	nt	4%
CCc1nnc2n1N=C(c1ccc(OC)cc1)CS2	nt	4	134	-43	19	61	-4	134	nt
CCn1c(SCC(N)=O)nnc1-c1cc2c(C)nn(-c3ccccc3)c2s1	-51%	2	150	-11	70	81	-2	150	2%
CCCC(=O)n1nc(-c2ccc(OC)cc2)nc1N	10%	-4	125	49	97	49	3	125	-5%
CCC1CCCCN1C(=O)CN1C(=O)CSC1=O (centres undefined)	-15%	15	185	-1	94	95	-15	185	2%
CC1SC(c2ccc(Cl)cc2)NC1=O (centres undefined)	nt	12	77	-10	94	104	-12	77	nt
O=C(Cc1cc(=O)oc2cc(O)ccc12)NCC1CCC(C(=O)O)CC1 (centres undefined)	-7%	-7	179	-6	98	104	7	179	13%
COc1ccccc1CN(Cc1cc2cc(C)ccc2[nH]c1=O)Cc1nnnn1CC1CCCO1 (centres undefined)	-54%	-28	182	32	46	14	28	182	-4%
CC1(C)Cc2noc(N)c2C(C)(C)N1OC(=O)c1ccco1	nt	1	147	11	102	92	-1	147	nt
CCOC(=O)c1nn(-c2ccccc2C)c2nc(-c3ccc(C)cc3)c(C#N)c(=O)n12	15%	-2	193	nt	nt	nt	2	193	-4%
N#Cc1c(N2CCOCC2)nc(-c2ccco2)c2c1CCCC2	-32%	-2	105	-3	69	73	2	105	-10%
OC(COCc1ccccc1)CN1CCN(c2ccccc2)CC1 (centres undefined)	-15%	-23	188	21	93	72	23	188	-2%
CCc1ccc(C(C)NC(=O)c2ccc(F)cc2)cc1 (centres undefined)	-9%	-32	152	nt	nt	nt	32	152	-4%
CC(C)c1ccc(NC(=O)C(c2ccccc2)N2CCOCC2)cc1 (centres undefined)	-79%	7	186	12	88	75	-7	186	-6%
O=C(Nc1cccc(Cl)c1)ON=C1c2ccccc2-c2ccccc21	-17%	3	86	nt	nt	nt	-3	86	-6%
O=C(CSc1nnc(-c2ccncc2)o1)Nc1ccccc1Cl	8%	12	170	27	102	75	-12	170	-4%
Oc1ccccc1-c1cc(-c2ccco2)[nH]n1	-84%	-4	165	-10	70	80	4	165	2%
COc1cccc(OC)c1C(=O)Nc1ccc(NC(=O)c2ccco2)cc1	10%	-14	204	-2	102	105	14	204	6%
O=C(Nc1ccc(NC(=O)c2ccc(S(=O)(=O)c3ccccc3)cc2)cc1)c1ccccc1	-2%	-2	126	nt	nt	nt	2	126	2%
CN(O)/C=C1\C(=O)Nc2ccccc21	11%	8	149	2	86	84	-8	149	-6%
CC(Sc1nnc2ccccn12)C(=O)Nc1ccc(Cl)cn1 (centres undefined)	26%	-36	159	14	88	74	35	159	3%
CCN1CCN(CC(=O)Nc2ccc3c(c2)OCO3)C(=O)C1=O	nt	-2	67	-4	88	92	2	67	nt
N#CC(c1ccccc1)c1ccc2c(C(F)(F)F)cc(C(F)(F)F)nc2n1 (centres undefined)	0%	nt	nt	-6	24	30	nt	nt	-2%
CCCCC1C(C#N)=C(C)NC2=C1C(=O)CC(C)(C)C2 (centres undefined)	0%	-10	178	3	40	38	10	178	-5%
Clc1cccc(NCc2nnc(SCc3ccc(Cl)cc3Cl)o2)c1	nt	4	98	-2	100	102	-3	98	nt
CCC(C)NCC(=O)Nc1sc2c(c1C(N)=O)CCC2 (centres undefined)	10%	2	182	nt	nt	nt	-3	182	0%
COc1ccc2occ(C(=O)c3cccs3)c2c1	35%	9	149	8	91	84	-9	149	5%
O=C(c1ccco1)N1CCC(n2nnc3ccccc32)CC1	-15%	-8	150	-8	88	97	8	150	2%

Some of the compounds tested; rates above refer to the full screens.
